# GSIS activator: primary screen for activators of insulin secretion dependent on glucose, INS-1E cells, GLuc reporter luminescence. INS-1E GLuc reporter insulin secretion, 2-3 h. activation, % at 16.6 µM. 0.61% of 370,000 active. AID 743287;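 active = lowest replicate activation of at least 40%, so every replicate reaches that level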;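 also: 0% = median of neutral control wells and 100% = median of IBMX positive control wells; some compounds called inactive have numbers as strong as hits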
# Casp6 inh: caspase-6 (human) enzyme inhibition; P55212; purified caspase-6, Z-VEID-R110 cleavage fluorescence; inhibition, % at 12.5 µM; 0.53% of 350,000 active;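 active = mean inhibition across replicates at least about 35%, with every replicate also reaching that limit, limit read from the data; inconclusive = only one of the two criteria met; inactive = neither criterion met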;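 also: 0% = median of neutral control wells and 100% = no fluorescence left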
# RAD54 inh: inhibitors of human RAD54 branch migration. AID 602329. inhibition, % at 10.4 µM. 0.14% of 360,000 active. RAD54 Holliday junction branch migration, FAM/BHQ fluorescence;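 active = mean normalized replicate activity at least 40 and at least half of replicates scoring 40 or more; inconclusive = only one of the two criteria met; inactive = mean below 40 and under half of replicates reaching 40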;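 also: 0% = median of neutral control wells and 100% = median of positive control wells; inhibitors cause a drop in the FAM fluorescence signal; in these data hits start at about 50%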
# F508del corr: correctors of CFTR F508del function in bronchial epithelial cells; CFBE cells, YFP halide quenching; stimulated with forskolin plus potentiator P3; % fluorescence drop versus neutral controls; AID 720511; activity (quench increase), % at 7.58 µM; 0.36% of 350,000 active;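 active = mean added fluorescence quench of at least 8% versus neutral control, with both replicates also reaching 8%; inconclusive = only one of the mean or replicate conditions met; inactive = mean below 8% and not both replicates reaching 8%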;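 also: cells transiently co-express mutant CFTR-F508del with the halide-sensitive YFP; corrector assay measuring rescue of mutant channel to the surface after 24 h compound exposure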
# RAD52 anneal inh: inhibitors of human RAD52 DNA annealing | inhibition, % at 18.7 µM | recombinant RAD52 DNA annealing, FRET fluorescence | 0.46% of 360,000 active;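 active = every replicate showing at least 50% inhibition; inconclusive = mean inhibition at least 50% but not in every replicate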
# Target sequence (P43351 whole entry, looked up): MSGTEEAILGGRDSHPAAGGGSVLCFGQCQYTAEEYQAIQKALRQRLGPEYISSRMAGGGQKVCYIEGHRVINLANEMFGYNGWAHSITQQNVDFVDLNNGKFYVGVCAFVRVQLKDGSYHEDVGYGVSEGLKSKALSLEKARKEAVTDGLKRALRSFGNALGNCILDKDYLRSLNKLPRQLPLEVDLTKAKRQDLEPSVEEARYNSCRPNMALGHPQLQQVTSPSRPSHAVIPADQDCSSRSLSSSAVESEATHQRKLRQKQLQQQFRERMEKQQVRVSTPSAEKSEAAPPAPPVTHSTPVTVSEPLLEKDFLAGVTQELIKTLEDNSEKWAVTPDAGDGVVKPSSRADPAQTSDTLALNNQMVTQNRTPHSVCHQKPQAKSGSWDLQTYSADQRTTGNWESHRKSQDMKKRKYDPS
# DENV2 CPE rescue: protects cells from dengue virus 2 cytopathic effect. CPE inhibition, % at 9.99 µM. 1.7% of 350,000 active. DENV2-infected cells, cytopathic effect rescue, plate reader; in the data active = CPE inhibition above about 20%, passing the limit was not always enough; inconclusive = no clear call, values can overlap the other calls; tested in BHK-21 cells;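 also: 0% = median of neutral control wells and 100% = median of positive control wells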
# E-sel inducer: induces E-selectin expression in human endothelial cells | P16581 | HUVEC E-selectin immunofluorescence imaging; normalized: neutral wells 0, TNF-alpha wells 100 | activation, % at 7.58 µM | 0.37% of 260,000 active;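 active = mean E-selectin-positive cell signal at least 10% of the positive control, reached in at least 60% of replicates, without over 20% cell loss; inconclusive = no rule given, readout overlaps actives, possibly toxicity-flagged; inactive = the rest, including those meeting only one limit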;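 also: in these data hits start at about 27%; measured in HUVEC primary endothelial cells; signal is the percent of cells scored E-selectin positive by PE staining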
# Target sequence (P16581 whole entry, looked up): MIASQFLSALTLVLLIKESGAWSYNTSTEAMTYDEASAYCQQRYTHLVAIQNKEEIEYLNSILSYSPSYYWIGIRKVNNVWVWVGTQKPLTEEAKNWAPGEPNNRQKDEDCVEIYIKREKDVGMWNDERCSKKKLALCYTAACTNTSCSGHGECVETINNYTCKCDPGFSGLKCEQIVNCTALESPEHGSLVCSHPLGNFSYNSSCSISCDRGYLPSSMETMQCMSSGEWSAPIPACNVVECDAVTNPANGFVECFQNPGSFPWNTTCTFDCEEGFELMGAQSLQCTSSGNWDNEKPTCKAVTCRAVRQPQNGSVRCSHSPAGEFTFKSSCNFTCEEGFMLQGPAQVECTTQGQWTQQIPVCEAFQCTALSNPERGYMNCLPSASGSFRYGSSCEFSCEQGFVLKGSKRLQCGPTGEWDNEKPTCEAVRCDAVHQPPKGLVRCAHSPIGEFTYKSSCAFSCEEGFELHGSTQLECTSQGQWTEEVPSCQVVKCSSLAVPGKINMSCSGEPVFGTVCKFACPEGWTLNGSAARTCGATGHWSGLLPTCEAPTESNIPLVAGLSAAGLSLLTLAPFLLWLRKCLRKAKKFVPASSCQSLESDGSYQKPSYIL
#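 System: HUVEC, human umbilical vein endothelial cells; quantity: 3,000 cells/well; buffer or medium: EGM-2 medium, gelatin-coated wells; dosing: single-point compound dose; detection: immunofluorescence imaging; evaluation: % PE-positive cells; benchmarks: TNF-alpha, DMSO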
# Xi reactivation: X-chromosome reactivation activator; 0.055% of 360,000 active; XiGFP mouse fibroblasts, % GFP-positive cells imaging, 3 d; cells co-treated with 5-aza-dC sensitizer; scaled so ellipticine positive control = 100%; activation, % at 7.58 µM;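 active = mean normalized replicate activation at least 10% and every replicate at or above 10%; inconclusive = only one of the two criteria met; inactive = mean below 10% and not all replicates reach 10%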;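 also: 0% = median of on-plate neutral control wells and 100% = ellipticine 6 µM median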
#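 Material: SV40-immortalized XiGFP fibroblast cells, line 68-5-11 | Buffer or medium: DMEM containing 5-aza-dC | Dosing: One concentration, pinned | Times: 3 d treatment, 15 min room-temperature fixation | Controls: Ellipticine 6 µM positive control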
# Starred values were filed as active, the others as inactive; ? = inconclusive; · = not tested or not shown. Compounds as they come (roughly 3.7% active in at least one column).
SMILES,GSIS activator,Casp6 inh,RAD54 inh,F508del corr,RAD52 anneal inh,DENV2 CPE rescue,E-sel inducer,Xi reactivation
C[C@H]1CCCCO[C@H](CN(C)S(=O)(=O)c2cccs2)[C@@H](C)CN([C@@H](C)CO)C(=O)c2cc(NC(=O)CCC(F)(F)F)ccc2O1,-19,6,-3,1.9,-27,1,0.0,-0.1
C=CCNC(=S)Nc1ccc(OC(F)F)c(Cl)c1,-8,5,·,-3.5,-6,6,·,0.0
COc1ccc(S(=O)(=O)N2CCOC2CNC(=O)C(=O)NCCCN2CCOCC2)cc1 (configuration not stated),-16,-41,-3,-1.2,6,10,·,0.5
C=CCn1c(=O)c2ccccc2n2c(SCC(=O)NC)nnc12,-3,0,-7,2.0,-3,0,·,0.0
COc1ccccc1-c1ccc2n(c1=O)C[C@H]1[C@H](CO)[C@@H](C(=O)NC3CCC3)N(C(=O)NC(C)C)[C@@H]21,-3,4,11,0.2,-5,-2,-0.3,0.3
Cc1ccc(S(=O)(=O)N(C)C[C@H]2Oc3ccc(NC(=O)Nc4ccccc4)cc3C(=O)N([C@@H](C)CO)C[C@@H]2C)cc1,-4,1,-9,2.3,-7,-2,-0.2,-0.4
CCNC(=S)N1CCc2cc(OC)c(OC)cc2C1COc1ccc(OC)cc1 (configuration not stated),-12,-2,·,-3.5,-26,-2,·,0.0
COc1ccc(CNC(=O)C(C)NS(=O)(=O)c2ccc(C)cc2)cc1 (configuration not stated),1,-1,·,-1.3,-9,-1,0.6,-0.6
C=CS(=O)(=O)c1ccc(Oc2ccc(S(=O)(=O)C=C)cc2)cc1,83*,6,·,·,-2,2,·,-0.1
COCCC(=O)N1CCC(Oc2ccc(C(=O)N3C[C@@H]4CCC[C@H]3C4)cc2)CC1,·,-1,5,-4.8,-4,-5,10.0,0.1
Cn1cccc1CNCC(O)c1ccccc1 (configuration not stated),-1,-8,0,-1.8,-5,8,·,0.1
CS(=O)(=O)c1ccc(Cl)c(NC(=O)Cc2ccsc2)c1,5,1,-6,-3.2,-11,-5,0.8,0.0
C[C@H](CO)N1C[C@H](C)[C@H](CN(C)C(=O)C2CCCCC2)Oc2cc(-c3ccncc3)ccc2S1(=O)=O,7,·,·,3.2,·,·,-0.3,1.0
COc1ccc(S(=O)(=O)Nc2ccc3c(c2)CC(=O)N([C@H](C)CO)C[C@H](C)[C@@H](CN(C)S(=O)(=O)c2cccs2)O3)cc1,·,2,2,-1.3,14,-1,0.5,-0.1
CC(C)(C)c1cc(NS(=O)(=O)c2cccs2)no1,4,1,-4,0.0,-1,-2,·,0.0
CCCNC(=O)[C@H]1[C@H](CO)[C@H]2Cn3c(ccc(-c4cccc(OC)c4)c3=O)[C@@H]1N2C(=O)NCCC,-1,0,1,-4.2,0,-2,-0.3,0.0
COc1ccc(-c2cc(CNS(=O)(=O)c3cc(OC)ccc3OC)on2)cc1,15,2,-1,-2.6,-6,5,0.0,-0.1
O=S(=O)(NCCN1CCOCC1)c1ccc(Oc2ccccc2Cl)cc1,-35,-1,11,-0.6,-5,6,·,0.1
O=C(C[C@H]1CC[C@H]2[C@@H](COC[C@@H](O)CN2C(=O)c2ccncc2)O1)Nc1ccc(-c2ccccc2)cc1,-10,3,-3,1.5,4,-7,-0.1,-0.1
C[C@@H]1CCCCO[C@@H](CN(C)S(=O)(=O)c2ccc(F)cc2)[C@H](C)CN([C@H](C)CO)C(=O)c2cc(NC(=O)Nc3ccc4c(c3)OCO4)ccc2O1,5,1,1,6.6,18,24*,0.1,0.1
COc1ccc(C2(C)NC(=O)N(CC(=O)Nc3c(C)n(C)n(-c4ccccc4)c3=O)C2=O)cc1 (configuration not stated),12,0,-9,-2.3,-3,-1,·,0.0
COc1cccc(NC(=O)C2(C)CCN2Cc2ccc(SC)cc2)c1 (configuration not stated),-16,0,-5,1.8,-5,15,-0.1,0.2
O=C(C[C@H]1C=C[C@H](NC(=O)C2CCOCC2)[C@H](CO)O1)NCC1CCCCC1,-4,0,-11,3.4,4,-8,0.0,0.1
O=C(NN=C1CCN(Cc2ccccc2)CC1)c1cc2ccccc2cc1O,-5,0,·,·,-18,0,7.1,0.1
O=C(Cn1c(=O)oc2ccccc21)NCCc1ccccc1Cl,-26,5,0,-0.3,6,5,0.0,0.0

# A run of entries from further up, for reference:
SMILES,GSIS activator,Casp6 inh,RAD54 inh,F508del corr,RAD52 anneal inh,DENV2 CPE rescue,E-sel inducer,Xi reactivation
C=CCn1c(=O)c2ccccc2n2c(SCC(=O)NC)nnc12,-3,0,-7,2.0,-3,0,·,0.0
COc1ccccc1-c1ccc2n(c1=O)C[C@H]1[C@H](CO)[C@@H](C(=O)NC3CCC3)N(C(=O)NC(C)C)[C@@H]21,-3,4,11,0.2,-5,-2,-0.3,0.3
Cc1ccc(S(=O)(=O)N(C)C[C@H]2Oc3ccc(NC(=O)Nc4ccccc4)cc3C(=O)N([C@@H](C)CO)C[C@@H]2C)cc1,-4,1,-9,2.3,-7,-2,-0.2,-0.4
CCNC(=S)N1CCc2cc(OC)c(OC)cc2C1COc1ccc(OC)cc1 (configuration not stated),-12,-2,·,-3.5,-26,-2,·,0.0

# Going on with the list:
SMILES,GSIS activator,Casp6 inh,RAD54 inh,F508del corr,RAD52 anneal inh,DENV2 CPE rescue,E-sel inducer,Xi reactivation
Cc1cc(C)cc(NC(=S)N2CCN(S(C)(=O)=O)CC2)c1,24,-2,3,-2.3,-16,3,-0.3,0.1
CO[C@H](C(=O)N(C)C[C@H]1OCc2ccccc2-c2c(n(C)c3ccccc23)C(=O)N([C@@H](C)CO)C[C@H]1C)c1ccccc1,-13,0,1,0.9,13,-1,-3.9,0.1
OCCC1CN(Cc2ccc3cccc(F)c3n2)CCN1Cc1ccccc1 (configuration not stated),4,-3,-14,-2.3,-8,-5,2.0,0.2
C[C@@H]1CN([C@@H](C)CO)S(=O)(=O)c2ccc(C#Cc3ccc(F)cc3)cc2O[C@H]1CN(C)C(=O)NC1CCCC1,-12,6,-4,4.6,9,-25,1.4,-1.4
COc1ccc(NC(=O)CSc2nc(N)c(NC(=O)c3cccs3)c(=O)[nH]2)cc1,-3,-2,14,1.8,2,-1,?,0.0
C[C@@H]1CCCCO[C@H](CN(C)S(=O)(=O)c2ccccc2)[C@H](C)CN([C@@H](C)CO)C(=O)c2cc(NS(=O)(=O)c3ccccc3)ccc2O1,-50,-6,-14,2.7,-68,0,0.3,0.3
O=C(NCCc1ccccc1)c1ccc2c(c1)OCO2,3,-2,-5,-2.3,-19,-2,·,0.2
COc1ccccc1-c1cnc2c(c1)C(=O)N([C@H](C)CO)C[C@H](C)[C@@H](CN(C)Cc1ccc(F)cc1)O2,5,2,1,-1.4,-1,-2,0.0,-0.2
CSCC[C@H](NC(=O)N1CCn2c1nc1ccccc12)C(=O)NCc1ccccc1,-19,5,0,0.5,2,6,·,0.1
COc1ccc(OCCOCCN2CCN(C)CC2)cc1,20,-22,-1,-0.4,-13,10,0.1,0.1
O=C(N/N=C/c1ccc2c(c1)OCO2)c1ccc(COc2cccc3cccnc23)cc1,-1,-1,·,-2.6,-4,12,1.1,0.0
COc1ccc(-c2noc(=O)n2Cc2cc(C)ccc2C)cc1,-1,0,·,2.9,-2,·,·,-0.1
Cc1nc2c(C)cccc2cc1C(=O)N/N=C/c1ccc(O)cc1,·,0,·,·,-19,-4,0.3,0.0
O=c1cnnc(Nc2ccc(Nc3ccccc3)cc2)[nH]1,0,-2,·,-3.5,-1,1,·,0.1
CS(=O)(=O)c1cccc(OCCCN2CCC(C(O)(c3ccccc3)c3ccccc3)CC2)c1,-2,1,·,0.9,5,3,0.1,0.0
O=C(N/N=C/c1ccc(O)c(O)c1)C1CC1,·,1,-2,0.5,-2,-1,·,0.0
C[C@@H]1CN([C@H](C)CO)C(=O)c2cccc(NC(=O)C3CCCCC3)c2O[C@@H]1CN(C)S(=O)(=O)c1ccccc1,1,5,-14,-2.6,9,4,0.3,0.3
CCCCC(=O)N(C)c1c(C)nc2ccc(C(=O)N3CCCCC3)cn12,-17,-8,0,-1.3,3,-8,-0.8,0.0
COc1ccc(CNS(=O)(=O)CCNC(=O)c2ccc(OC)cc2)cc1,24,3,7,-1.1,-6,9,-0.2,0.0
CC12CCC(C(=NO)C1=NO)C2(C)C (configuration not stated),-10,-1,-2,-1.3,-7,?,3.3,0.1
O=C(C[C@H]1C[C@@H]2c3cc(NC(=O)NC4CCCCC4)ccc3O[C@@H]2[C@@H](CO)O1)NCc1ccccn1,-5,1,-1,-1.3,-1,-1,0.1,0.7
N=c1ccn(Cc2ccc([N+](=O)[O-])cc2)cc1,·,-9,·,0.8,-4,3,·,0.0
COc1ccc(Cl)cc1NC(=O)CN1CCN(S(=O)(=O)N2CCOCC2)CC1,10,0,4,-0.5,-8,-7,-0.1,0.1
CC(C)(O)C#Cc1ccc(CN2CCN(C3CCCCC3)C(CCO)C2)s1 (configuration not stated),-2,0,10,1.4,-2,4,0.1,0.1
O=C1c2cccc3cccc(c23)C(=O)N1CCN1CCN(C(=S)Nc2ccc(Cl)cc2)CC1,3,1,0,·,-10,-3,·,0.0

# Retrieved one by one from the list above:
SMILES,GSIS activator,Casp6 inh,RAD54 inh,F508del corr,RAD52 anneal inh,DENV2 CPE rescue,E-sel inducer,Xi reactivation
O=C(NCCc1ccccc1)c1ccc2c(c1)OCO2,3,-2,-5,-2.3,-19,-2,·,0.2
O=C1c2cccc3cccc(c23)C(=O)N1CCN1CCN(C(=S)Nc2ccc(Cl)cc2)CC1,3,1,0,·,-10,-3,·,0.0

# Next results.
SMILES,GSIS activator,Casp6 inh,RAD54 inh,F508del corr,RAD52 anneal inh,DENV2 CPE rescue,E-sel inducer,Xi reactivation
O=C([C@H]1O[C@@H](n2ccc(=O)[nH]c2=O)[C@H](O)[C@@H]1O)N(CCC1=CCCCC1)CC1CC1,·,-1,-4,-2.3,6,-2,0.2,0.1
CCCN1[C@@H]2c3ccc(C4=CCCCC4)c(=O)n3C[C@H]1[C@H](CO)[C@H]2C(=O)NCCOC,-9,1,-2,-1.4,-14,2,-0.2,-0.1
CCCC#Cc1ccc([C@@H]2[C@@H](CO)N3C(=O)CN(C(=O)Cc4cccnc4)C[C@H]23)cc1,15,0,·,-5.7,-24,-1,-0.2,0.1
Cc1ccnc(N2CCC(C(=O)NCc3ccc(F)cc3)CC2)n1,5,0,·,-0.6,-72,-3,·,0.0
COc1cccc(/C=C2/Sc3ccc(C(=O)NCCCN4CCCC4)cc3NC2=O)c1,12,-119,?,4.1,82*,?,·,0.1
COCC(=O)N(C)C[C@H]1Oc2ncc(-c3ccccc3C)cc2C(=O)N([C@H](C)CO)C[C@H]1C,15,-1,4,-6.4,9,3,-0.4,-1.1
COc1ccccc1OCCCC(=O)Nc1ccc(N2CCOCC2)cc1,4,-4,·,-2.2,-11,·,1.9,0.0
CCC(C)NC(=O)C1CCN(S(=O)(=O)c2ccc3nc4c(c(C(=O)O)c3c2)CCCCC4)CC1 (configuration not stated),6,0,-9,-0.4,-3,-5,·,0.0
CC(C)C#Cc1cnc2c(c1)C(=O)N([C@@H](C)CO)C[C@@H](C)[C@@H](CN(C)C(=O)c1cnccn1)O2,11,1,-4,1.6,15,-1,-0.3,0.3

# Source: PubChem
